Screening data (PubChem BioAssay)
PREPL inhibitor: inhibitors of human prolyl oligopeptidase-like enzyme PREPL. inhibition, % at 5.96 µM. AID 2751. recombinant PREPL, fluorescence polarization activity-based probe. Q4J6C6. 320,000 compounds, 0.68% hits; in the data active = inhibition above about 43%;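 also: 0% = enzyme with DMSO and 100% = wells lacking enzyme; many of its hits are not listed in these tables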
LYPLA1 counter: counter-screen for PME1 inhibitors: inhibitors of human LYPLA1 | recombinant LYPLA1, FP-Rh probe fluorescence polarization | inhibition, % at 5.9 µM | 320,000 compounds, 0.16% hits | O75608;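 active = inhibition above the mean of all tested compounds plus 3 SD, set per campaign, cut at about 14% in these data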;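 also: inhibitors block serine hydrolase probe labeling of LYPLA1 so polarization falls; 0% = enzyme with DMSO and 100% = wells lacking LYPLA1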
PAFAH1B3 FP inh: inhibitors of human PAFAH1B3; recombinant PAFAH1B3, FP-rhodamine probe, fluorescence polarization; inhibition, % at 3.39 µM; AID 492972; 340,000 compounds, 0.28% hits; Q15102;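 active = inhibition above the screen-wide average of all tested compounds plus 3 SD, cut at about 25% in these data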;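 also: 0% = enzyme with DMSO only and 100% = wells lacking PAFAH1B3 protein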
Target sequence (Q15102 whole entry, looked up): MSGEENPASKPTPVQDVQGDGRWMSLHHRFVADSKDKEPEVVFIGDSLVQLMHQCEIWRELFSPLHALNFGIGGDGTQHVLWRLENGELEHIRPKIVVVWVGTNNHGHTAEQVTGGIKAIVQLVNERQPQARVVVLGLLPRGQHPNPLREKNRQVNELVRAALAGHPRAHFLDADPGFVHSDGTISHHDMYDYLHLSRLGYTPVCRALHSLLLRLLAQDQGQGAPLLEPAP
pPAFAH FP inh: pPAFAH (human) enzyme inhibition; Q13093; recombinant pPAFAH, FP-rhodamine probe fluorescence polarization; inhibition, % at 3.39 µM; 330,000 compounds, 1.5% hits; AID 463082;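 active = inhibition above the mean inhibition across the screen plus 3 SD, cut at about 25% in these data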;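 also: inhibitors block binding of the rhodamine activity-based probe so polarization drops; 0% = enzyme with DMSO and 100% = wells lacking pPAFAH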
Target sequence (Q13093 whole entry, looked up): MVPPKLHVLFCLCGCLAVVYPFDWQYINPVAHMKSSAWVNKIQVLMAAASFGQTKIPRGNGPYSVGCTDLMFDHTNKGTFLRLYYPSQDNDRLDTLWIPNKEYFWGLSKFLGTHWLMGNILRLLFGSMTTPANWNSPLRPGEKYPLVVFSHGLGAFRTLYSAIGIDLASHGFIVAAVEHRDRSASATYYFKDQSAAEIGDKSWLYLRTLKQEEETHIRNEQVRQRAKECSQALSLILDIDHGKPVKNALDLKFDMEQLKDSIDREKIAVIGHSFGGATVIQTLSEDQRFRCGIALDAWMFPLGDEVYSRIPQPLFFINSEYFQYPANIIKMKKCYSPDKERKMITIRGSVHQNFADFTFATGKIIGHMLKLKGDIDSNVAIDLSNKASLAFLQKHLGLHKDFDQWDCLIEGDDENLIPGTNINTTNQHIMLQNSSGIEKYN
LYPLA2 inh: counter-screen for PME1 inhibitors: inhibitors of human LYPLA2 | O95372 | recombinant LYPLA2, FP-Rh probe fluorescence polarization | inhibition, % at 5.9 µM | 320,000 compounds, 0.38% hits;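 active = inhibition above the screen-wide mean plus 3 SD, limit set per campaign, cut at about 26% in these data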;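 also: 0% = LYPLA2 with DMSO and 100% = wells lacking LYPLA2 enzyme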
PAFAH1B2 FP inh: PAFAH1B2 (human) inhibition | P68402 | recombinant PAFAH1B2, FP-rhodamine activity probe, fluorescence polarization | inhibition, % at 3.39 µM | 340,000 compounds, 1.2% hits;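 active = inhibition above the mean of all tested compounds plus 3 SD, cut at about 24% in these data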;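 also: 0% = enzyme with DMSO and 100% = wells lacking PAFAH1B2; many of its hits are not listed in these tables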
PAD4 FP inh: PAD4 (human) enzyme inhibition; Q9UM07; recombinant PAD4, RCA probe fluorescence polarization; inhibition, % at 6.36 µM; 330,000 compounds, 0.41% hits; AID 485272;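 active = percent inhibition above a cutoff equal to the mean of all tested compounds plus 3 SD, cut at about 15% in these data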;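 also: 0% = PAD4 with RCA probe and DMSO and 100% = probe without PAD4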
GSTO1 inh: blocks human GSTO1 in RBBP9 counter-screen; P78417; recombinant GSTO1, activity-based probe fluorescence polarization; inhibition, % at 5.96 µM; 300,000 compounds, 1.1% hits;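 active = inhibition above the campaign mean inhibition plus 3 SD, cut at about 35% in these data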;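 also: 0% = GSTO1-1 with DMSO and 100% = wells lacking GSTO1-1 enzyme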
Target sequence (P78417 whole entry, looked up): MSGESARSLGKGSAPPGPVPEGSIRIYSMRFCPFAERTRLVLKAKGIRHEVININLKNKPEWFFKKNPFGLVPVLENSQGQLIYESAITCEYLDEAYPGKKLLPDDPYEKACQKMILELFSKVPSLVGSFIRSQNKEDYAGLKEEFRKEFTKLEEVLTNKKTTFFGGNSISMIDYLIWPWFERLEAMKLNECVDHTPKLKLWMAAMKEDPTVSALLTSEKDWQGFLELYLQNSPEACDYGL
PAFAH2 inh: PAFAH2 (human) inhibition | recombinant PAFAH2, FP-rhodamine activity probe, fluorescence polarization | inhibition, % at 3.39 µM | AID 492956 | 340,000 compounds, 0.99% hits | Q99487;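 active = inhibition above the mean over all tested compounds plus 3 SD, cut at about 30% in these data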;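 also: inhibitors block probe labeling of enzyme so polarization drops; 0% = enzyme with DMSO and 100% = wells lacking PAFAH2 protein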
The depositor's hits bear a star; . = not tested or not shown.

mol	PREPL inhibitor	LYPLA1 counter	PAFAH1B3 FP inh	pPAFAH FP inh	LYPLA2 inh	PAFAH1B2 FP inh	PAD4 FP inh	GSTO1 inh	PAFAH2 inh
Cc1ccc(S(=O)(=O)N2CCC(C(=O)Nc3ccc(S(=O)(=O)N4CCCC4)cc3)CC2)cc1C	-1	-8	1	14	-16	0	2	-5	3
CC1(C)CC(=O)C2=C(C1)Nc1ncnn1C2c1cccs1 (centres undefined)	-1	-1	2	0	-2	2	4	-10	-4
Cc1ccc(NC(=O)CCC(=O)OCCCC(F)(F)C(F)(F)F)cc1	2	6	6	2	7	3	6	8	4
O=C(Cn1cnc2c(nnn2-c2ccc(F)cc2)c1=O)NCC1CCCO1 (centres undefined)	2	4	7	5	6	-3	-2	2	-3
COc1ccc(OC)c(-c2csc(NC(=O)COC(=O)C3CCC3)n2)c1	6	1	9	-1	-7	1	-2	.	6
CCC(NC(=O)Nc1cc(OC)c(OC)c(OC)c1)(C(F)(F)F)C(F)(F)F	0	-3	2	5	0	7	2	-1	-9
CN(c1ccc([N+](=O)[O-])cc1C(N)=O)C1CCCCC1	-1	0	4	0	3	-1	-17	10	0
CC(=O)NC1(NC(C)=O)CCN(C)CC1	2	1	-2	-1	-2	1	-4	8	-11
CN1CCN(S(=O)(=O)c2cccc(C(=O)NCCOc3ccccc3F)c2)CC1	7	3	3	-2	1	6	4	1	7
CCCCc1nnc(SCC(=O)Nc2nccs2)n1C	-2	-2	9	-1	3	6	-2	1	4
COc1ccc(C)cc1S(=O)(=O)N(CC(=O)Nc1cccc([N+](=O)[O-])c1)c1cc(C)cc(C)c1	-3	-4	4	7	-4	-1	1	2	0
O=C(CCC(=O)N1CCN(S(=O)(=O)c2cccc(F)c2)CC1)c1cccs1	6	2	-2	5	2	2	1	0	12
Cc1ccc(S(=O)(=O)Oc2ccc(/C=C3\N=C(c4cccc(C)c4)OC3=O)cc2)cc1	-23	0	8	-6	-6	11	-2	6	11
CN(C(=O)CSc1nnc(CN2CCCC2)n1Cc1ccccc1)c1ccccc1	-13	5	5	0	-2	3	9	-1	1
Cc1ccc(C(=O)N2CCN(Cc3ccc4c(c3)OCO4)CC2)o1	8	1	4	6	7	1	4	-2	-5
CCN(CC)C(=O)C1CC(=O)N(c2ccc(F)c(Cl)c2)C1 (centres undefined)	-9	-1	-3	5	-5	1	-6	-3	-3
COc1ccc(NC(=O)C2CCCN(S(C)(=O)=O)C2)cc1Cl (centres undefined)	9	0	10	2	1	5	1	7	-1
CCOc1ccccc1NC(=O)C1CCN(C(=O)C2CC(=O)N(c3ccc(C)cc3)C2)CC1 (centres undefined)	6	-1	12	1	-2	5	4	1	15
CC(C)(C)NC(=O)C(c1ccc(F)cc1)N(Cc1ccco1)C(=O)Cn1nnc(-c2cccs2)n1 (centres undefined)	-6	-4	3	6	-1	2	-3	9	-9
COc1ccc(CNC(=O)c2ccc(Cl)c(S(=O)(=O)N3CCOCC3)c2)cc1OC	3	-5	1	5	-7	4	0	.	4
CCCCCCCN1CCC(=O)N([C@H](CO)c2ccccc2)CC1	15	2	-2	-2	3	-6	0	-1	5
O=C(O)Cn1c2c(c3ccccc31)CSc1ccc(Cl)cc1-2	10	0	15	16	0	-1	0	10	7
CCOC(=O)C1=C(C)Nc2ccccc2N=C1NC(=O)C1CCN(C(=O)c2ccccc2C)CC1	7	.	9	2	.	4	-5	.	7
Cc1cc(C)n(C(=O)c2ccc(C)c(S(=O)(=O)N3CCCCC3)c2)n1	10	-1	7	8	-2	0	1	7	-1
CCOc1cccc(OCCNC2CCCC2)c1	4	-4	2	1	-3	-1	-1	6	-8
CCn1ncc(Br)c1C(=O)Nc1ccc(C(C)C)cc1	-3	-2	-15	-3	-8	0	9	-8	4
O=S(=O)(c1ccccc1)c1nc(-c2ccco2)oc1NCCCn1ccnc1	-4	-2	-3	2	3	-7	3	-6	-2
COc1cc(SC)ccc1C(=O)NNC(=O)c1cc(C)oc1C	7	0	9	4	-2	3	7	1	10
CCCc1nc2ccccc2n1CCc1ccccc1	-3	3	3	6	8	-1	1	1	0
COc1ccc(S(=O)(=O)Nc2cccc3c2O[C@H](CN(C)C(=O)Nc2ccccc2)[C@@H](C)CN([C@H](C)CO)C3=O)cc1	3	.	16	2	.	10	0	.	3
c1ccc(C2Nc3ccccc3-c3nc4ccccc4n32)cc1 (centres undefined)	4	-3	9	6	-1	9	-4	1	2
CCOC(=O)CSCC(=O)Nc1nnc(-c2cccc([N+](=O)[O-])c2)s1	-5	-4	3	3	1	6	-1	-2	0
COc1ccc(C2=NO[C@@H]3[C@@H]4C[C@@H]([C@H]5C(=O)N(C)C(=O)[C@@H]45)[C@H]23)c(OC)c1	-4	1	.	2	-3	.	1	4	.
O=C(N/N=C/c1cc2c(cc1Br)OCO2)c1ccccn1	-9	-2	.	2	1	.	-4	1	.
CCCNCc1cc(OCC)c(OCC(=O)Nc2ccccc2)cc1Br	-9	5	4	0	4	3	-2	6	-1
CCC(=O)Nc1ccccc1Nc1cc(C#N)c(C#N)cc1[N+](=O)[O-]	11	2	-1	1	10	3	2	6	5

Next section
| smiles | PREPL inhibitor | LYPLA1 counter | PAFAH1B3 FP inh | pPAFAH FP inh | LYPLA2 inh | PAFAH1B2 FP inh | PAD4 FP inh | GSTO1 inh | PAFAH2 inh |
| --- | --- | --- | --- | --- | --- | --- | --- | --- | --- |
| COC(=O)C1=C(C(=O)OC)[C@@H]2N(C)c3ccc(OC)cc3[C@@]23C[C@@H](C(=O)OC)N(C(=O)c2cccs2)C3=N1 | -2 | -5 | 5 | 9 | -1 | 1 | 6 | -9 | 1 |
| O=C(N1CCN(CCO)CC1)N1c2ccccc2CCc2ccccc21 | -1 | 1 | -2 | 1 | 1 | 3 | -2 | 5 | 2 |
| COC(=O)CN(C(=S)Nc1ccc(F)cc1)C1CC(=O)N(c2ccc(OC)cc2)C1=O (centres undefined) | 2 | -2 | 1 | -6 | 1 | -4 | 1 | 1 | 2 |
| COc1cc(NC(=S)NCCN2CCOCC2)cc(OC)c1OC | -2 | -1 | 1 | 3 | 1 | 0 | -4 | 5 | 2 |
| O=C(O)CN1C(=O)/C(=C/c2ccccc2Br)Oc2ccccc21 | -8 | 4 | 0 | -1 | 3 | 6 | -2 | -17 | 4 |
| O=C(OC1CCOC1=O)c1ccc(-c2nc3ccccc3s2)s1 (centres undefined) | -6 | -2 | 5 | 4 | 4 | 6 | -4 | -6 | -2 |
| O=C(CSc1nnc2c3ccccc3c3ccccc3c2n1)Nc1ccccc1 | 0 | -7 | . | 3 | -7 | . | -16 | 4 | . |
| COc1ccc2c(C)c(CCC(=O)NC3CC3)c(=O)oc2c1C | 7 | 0 | 6 | -3 | -2 | 5 | -8 | -1 | 4 |
| CCOc1ccc(NS(=O)(=O)c2cc(C(=O)NCCCN3CCOCC3)ccc2C)cc1 | 14 | -4 | -8 | 5 | -8 | 3 | 3 | . | 2 |
| CCOC(=O)C1CCC(CNCc2ccc(Cl)cc2)CC1 (centres undefined) | -5 | -1 | 4 | 4 | 3 | 8 | -1 | 4 | 6 |
| CCc1cc2c(=O)oc(-c3ccc(F)cc3)nc2s1 | 1 | -2 | -2 | 14 | -14 | -6 | 5 | -19 | 82* |
| Cc1ccc(-n2ncc3c(NCC4CCCO4)ncnc32)c(C)c1 (centres undefined) | 17 | 1 | 7 | -1 | 5 | 3 | -6 | -1 | 4 |
| CC1CCc2nn(CC(=O)N3CCN(C(=O)c4ccco4)CC3)cc2C1 (centres undefined) | 9 | 0 | 3 | 4 | -10 | 3 | -12 | -4 | 11 |
| CC1CC(C)CN(CCCNC(=O)Cn2ncc3c(=O)oc4ccccc4c32)C1 (centres undefined) | -35 | 0 | 14 | -6 | 0 | 4 | 3 | 6 | 6 |
| NNC(=O)/C(=C\c1ccco1)NC(=O)c1ccco1 | 0 | 0 | 8 | -4 | -5 | 0 | -4 | 9 | -1 |
| O=C1c2ccccc2C(=O)N1CCCCN(C(=O)c1cc([N+](=O)[O-])ccc1Cl)c1ccc(Cl)cc1 | 7 | 0 | 0 | -1 | -1 | -2 | -8 | -7 | -4 |
| COc1cccc(N(CC(=O)Nc2cccnc2)S(C)(=O)=O)c1 | 3 | -3 | 4 | 6 | -6 | 3 | 0 | 5 | -5 |
| O=C(O)CC(Cc1ccccc1)(C(=O)O)c1ccccc1 (centres undefined) | -4 | 0 | 6 | 0 | -1 | 8 | 1 | 3 | 0 |
| CCCCc1nnc(NC(=O)C(C)Sc2nc(N)cc(=O)[nH]2)s1 (centres undefined) | 3 | 0 | 6 | 2 | 4 | -1 | 5 | 30 | -2 |
| CCOC(=O)c1cnn(-c2ccccn2)c1N | 10 | 0 | 6 | -1 | -4 | 2 | -3 | 4 | 5 |
| O=C(O)CSc1nnc(CSc2nc3ccccc3s2)n1-c1ccccc1 | 11 | -6 | 6 | -2 | -1 | 1 | 4 | -1 | -1 |
| C#CCN1N=C(c2ccc(C)cc2)CSC1=O | -37 | 0 | . | -1 | 1 | . | -3 | -3 | . |
| Cc1ccc(S(=O)(=O)Nc2cc(C(=O)O)ccc2N2CCCCC2)cc1 | 15 | 3 | -3 | 12 | 1 | 9 | 0 | 25 | 3 |
| CCC(NC(=O)C1CCCC1)c1ccc(C)cc1 (centres undefined) | -5 | 0 | 18 | 3 | 0 | 22 | 0 | 5 | 3 |
| Cc1ccc(Cl)cc1N1CCN(S(=O)(=O)c2ccc3c(c2)CC(=O)N3C)CC1 | -3 | 1 | 3 | 1 | -2 | 2 | -3 | -78 | 5 |
| COC(=O)c1c(S(N)(=O)=O)c2ccccc2n1C | 6 | -3 | 1 | -4 | -9 | 2 | -2 | 10 | -2 |

Fetched one by one from the entries so far, 2 records:
| smiles | PREPL inhibitor | LYPLA1 counter | PAFAH1B3 FP inh | pPAFAH FP inh | LYPLA2 inh | PAFAH1B2 FP inh | PAD4 FP inh | GSTO1 inh | PAFAH2 inh |
| --- | --- | --- | --- | --- | --- | --- | --- | --- | --- |
| COc1cccc(N(CC(=O)Nc2cccnc2)S(C)(=O)=O)c1 | 3 | -3 | 4 | 6 | -6 | 3 | 0 | 5 | -5 |
| O=C(O)CC(Cc1ccccc1)(C(=O)O)c1ccccc1 (centres undefined) | -4 | 0 | 6 | 0 | -1 | 8 | 1 | 3 | 0 |

Some entries already given with just PAFAH1B3 FP inh and GSTO1 inh.
SMILES	PAFAH1B3 FP inh	GSTO1 inh
CCOC(=O)C1CCC(CNCc2ccc(Cl)cc2)CC1 (centres undefined)	4	4
CCc1cc2c(=O)oc(-c3ccc(F)cc3)nc2s1	-2	-19
Cc1ccc(-n2ncc3c(NCC4CCCO4)ncnc32)c(C)c1 (centres undefined)	7	-1
CC1CCc2nn(CC(=O)N3CCN(C(=O)c4ccco4)CC3)cc2C1 (centres undefined)	3	-4
CC1CC(C)CN(CCCNC(=O)Cn2ncc3c(=O)oc4ccccc4c32)C1 (centres undefined)	14	6
NNC(=O)/C(=C\c1ccco1)NC(=O)c1ccco1	8	9

A portion of the library; count on the stated rates, not on these rows.
